High-throughput results as filed in PubChem.
LNCaP diff act: activators of LNCaP prostate cell differentiation; flow cytometry side scatter, 4 d; side scatter shift, % at 10 µM; actives 0.56% (n = 24,000);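 active = side scatter shift above 30%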;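 note: androgen-responsive LNCaP prostate cancer cells in charcoal-stripped serum medium; percent of cells past a gate set so DMSO wells show 10% shift; higher shift means more granular cells and more differentiation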
Jurkat autofluor: counter-screen for VLA-4 integrin: compound autofluorescence in Jurkat cells. flow cytometry; active compounds read high; 1 = vehicle-only cell background. fluorescence ratio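 (tested at 10 µM compound in the well)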. actives 0.61% (n = 24,000);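 active = fluorescence ratio above 2.44, which is 1 plus 3 SD of all ratios; inconclusive = signal too bright to measure linearly, ratio around 10 or more; inactive = fluorescence ratio below 2.44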;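 note: green fluorescence of cells measured with 488 nm excitation and 530 nm emission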
VLA-4 agonist: allosterically activates the human VLA-4 integrin; Jurkat cells, LDV-FITC binding, flow cytometry; activation, % at 10 µM (by protocol); 24,000 tested, under 10 active; AID 528;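 active = fluorescent ligand binding to cells raised by more than 40% of the manganese-induced maximum; inconclusive = compound's own fluorescence above 85% of the ligand control signal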;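 note: 0% = ligand binding without compound and 100% = manganese-stimulated maximal binding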
Target sequence (P13612 whole entry, looked up): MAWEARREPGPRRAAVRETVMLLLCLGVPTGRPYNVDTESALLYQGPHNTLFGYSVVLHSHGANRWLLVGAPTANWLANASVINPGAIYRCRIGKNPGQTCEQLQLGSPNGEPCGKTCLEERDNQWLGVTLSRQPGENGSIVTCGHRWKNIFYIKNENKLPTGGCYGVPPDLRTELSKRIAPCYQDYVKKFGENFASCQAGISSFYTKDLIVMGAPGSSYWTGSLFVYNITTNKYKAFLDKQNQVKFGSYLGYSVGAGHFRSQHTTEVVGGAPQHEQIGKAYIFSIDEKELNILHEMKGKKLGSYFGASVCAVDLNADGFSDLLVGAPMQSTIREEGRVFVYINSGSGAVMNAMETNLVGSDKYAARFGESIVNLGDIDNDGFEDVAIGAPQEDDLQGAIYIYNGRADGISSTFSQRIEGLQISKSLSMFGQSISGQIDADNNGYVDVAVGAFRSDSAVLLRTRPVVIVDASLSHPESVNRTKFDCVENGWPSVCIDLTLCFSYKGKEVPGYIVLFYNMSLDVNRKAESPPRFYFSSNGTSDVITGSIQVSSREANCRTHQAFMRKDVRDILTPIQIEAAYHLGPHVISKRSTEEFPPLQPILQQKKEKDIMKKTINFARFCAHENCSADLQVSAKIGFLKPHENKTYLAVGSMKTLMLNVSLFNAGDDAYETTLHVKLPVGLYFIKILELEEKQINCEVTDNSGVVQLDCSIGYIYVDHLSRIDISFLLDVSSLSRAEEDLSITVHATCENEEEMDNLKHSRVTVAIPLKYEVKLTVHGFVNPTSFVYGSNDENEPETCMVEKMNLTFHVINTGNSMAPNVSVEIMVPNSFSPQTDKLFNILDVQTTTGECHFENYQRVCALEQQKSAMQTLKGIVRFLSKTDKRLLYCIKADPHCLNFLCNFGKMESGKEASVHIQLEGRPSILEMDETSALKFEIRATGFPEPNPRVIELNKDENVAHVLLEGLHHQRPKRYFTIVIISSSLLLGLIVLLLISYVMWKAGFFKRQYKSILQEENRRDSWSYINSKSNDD
VLA-4 antagonist: inhibitors of LDV-FITC ligand binding to Mn2+-activated human VLA-4 integrin. AID 529. Jurkat cells, LDV-FITC binding with Mn2+, flow cytometry; 100% = Mn2+-driven binding gain fully reversed. actives 0.2% (n = 24,000). inhibition, % at 10 µM (by protocol);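 active = inhibition above 50%; inconclusive = compound itself fluorescent, judged against control cell fluorescence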;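 note: 0% = Mn2+ stimulated cells lacking compound and 100% = ligand binding without Mn2+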
An asterisk follows results filed as active; ? = inconclusive. The list is partial. The share of hits here may be higher or lower than overall.

SMILES	LNCaP diff act	Jurkat autofluor	VLA-4 agonist	VLA-4 antagonist
Cc1cc(C)n2nc(SCC#N)nc2n1	2	0.86	3	-4
CCOC(=O)N1CCN(C(=O)CN(Cc2ccccc2)S(=O)(=O)c2ccc(OC)c(C)c2)CC1	22	1.1	2	4
CC1CCC(C(=O)NC(C(=O)NCCN2CCC(C)CC2)C(C)C)CC1 (configuration not stated)	3	0.95	2	-16
O=C(C1CCCO1)N1CCc2ccccc21 (configuration not stated)	6	1.2	0	-15
COc1ccc(OC)c(NC(=O)CSc2ncccc2C(=O)O)c1	12	1.1	4	10
CC(C)COC(=O)N(C)c1ccc(C(O)(C(F)(F)F)C(F)(F)F)cc1	15	1.1	2	-4
COCCNc1nc(SCC(=O)N2CCN(c3ccccc3)CC2)nc2ccccc12	4	1.1	-2	-11
Cc1cn([C@H]2C[C@H](N=[N+]=[N-])[C@@H](CO)O2)c(=O)[nH]c1=O	3	1	-6	-6
O=C(O)c1cc(-c2ccco2)nc2ccc(Br)cc12	2	0.98	-2	-11
C=CCn1c(CCNC(=O)C(C)(C)C)nc2ccccc21	3	1	-2	5
CCn1cc(C(=O)O)c(=O)c2cc(F)c(N3CCNCC3)cc21	7	1.1	-2	-18
COc1ccc2cc(CN(CCO)C(=O)c3ccccc3F)c(=O)[nH]c2c1	3	0.95	5	-11
CCOC(=O)c1cccc(NC(=O)CCn2cccc2)c1	16	1.1	-4	14
O=c1oc(-c2ccco2)nc2ccccc12	30*	1.1	-8	-2
Cc1cc(N2C(=O)CC(N3CCN(c4ccc(C(=O)c5cccs5)cc4)CC3)C2=O)no1 (configuration not stated)	8	1	0	-7
CC(=O)NC(CCS(C)(=O)=O)C(=O)Nc1ccc2c(c1)OCCO2 (configuration not stated)	11	1	1	-13
COc1nc2c(s1)C(=O)NCCC2	18	1.1	9	23
CC1C(=O)C(C)C(c2cccs2)NC1c1cccs1 (configuration not stated)	9	1	0	1
COc1ccc(C(=O)N2CCC(C(=O)NCc3ccccn3)CC2)cc1	12	1.1	-3	-20
CC(CN1c2ccccc2Sc2ccccc21)N(C)C (configuration not stated)	8	1	8	-15
Cc1cc(Nc2cc(F)ccc2C)n2ncnc2n1	0	1	-2	4
CC(=O)c1cc(-c2ccc(F)cc2)n(CCC(=O)Nc2cc(C)[nH]n2)c1C	7	0.94	0	-11
CCc1ccc(C2CC(c3ccccc3)n3ncnc3N2)cc1 (configuration not stated)	15	0.97	1	-1
CC1(C)OC(=O)C(=CNc2cccc(O)c2)C(=O)O1	1	1.1	1	-10

Molecules above with a COOH group:
SMILES	LNCaP diff act	Jurkat autofluor	VLA-4 agonist	VLA-4 antagonist
COc1ccc(OC)c(NC(=O)CSc2ncccc2C(=O)O)c1	12	1.1	4	10
O=C(O)c1cc(-c2ccco2)nc2ccc(Br)cc12	2	0.98	-2	-11
CCn1cc(C(=O)O)c(=O)c2cc(F)c(N3CCNCC3)cc21	7	1.1	-2	-18

Additional results follow.
SMILES	LNCaP diff act	Jurkat autofluor	VLA-4 agonist	VLA-4 antagonist
O=C(CCS(=O)(=O)c1ccc(Br)cc1)N1CCN(Cc2ccccc2)CC1	7	1	4	-13
CCCS(=O)(=O)N1CCCC(C(=O)NCCc2ccc(Cl)cc2)C1 (configuration not stated)	10	1.1	-5	-15
CC(NC(=O)c1ccccc1NC(=O)c1ccco1)c1ccccc1 (configuration not stated)	15	0.99	2	2
COc1ccc(OC)c(C2C(C#N)=C(N)Oc3cc(C)[nH]c(=O)c32)c1 (configuration not stated)	5	1	-6	-6
COc1ccc2c(-c3cccnc3)cc(=O)[nH]c2c1	2	1	-3	-18
Cc1ccc2[nH]c3c(c2c1)CCC3=O	2	1.1	0	3
Cc1cc(C)n2c(SCC#N)nnc2n1	8	0.99	-5	3
CCOC(=O)c1[nH]c2ccccc2c1NC(=O)C(C)(C)C	5	0.98	-4	8
COCCNC(=O)C(c1ccc(C)o1)N(Cc1ccc(F)cc1)C(=O)Cn1nnc2ccccc21 (configuration not stated)	9	1	12	-55
O=C(Cn1c(=O)n(Cc2ccc3c(c2)OCO3)c(=O)c2ccccc21)N1CCCc2ccccc21	12	1.1	-4	?
Cc1c(C(=O)Nc2ccc(F)cc2)oc2ccc(S(=O)(=O)N3CCCC3)cc12	4	1.3	?	?
COc1ccc(Cc2nc3ccc(S(N)(=O)=O)cc3[nH]2)cc1OC	8	1	0	3
CCCn1c(SCC(=O)N2CCN(c3ccccc3)CC2)nc2ccccc2c1=O	13	1	-10	12
CCOc1ccc2nc(NC(=O)CSc3nnnn3C3CCCCC3)sc2c1	1	1	-4	8
CCOC(=O)N1CCN(Cc2ccccc2F)CC1	5	0.96	-1	-9
Cc1ccc(S(=O)(=O)N2CCN(C(=O)CN3CCOCC3)C2C(C)C)cc1 (configuration not stated)	3	1	0	-1
CC(=O)Nc1cccc(OCC(O)Cn2cnc3ccccc32)c1 (configuration not stated)	2	1	0	0
CCc1nnc(NC(=O)C2CCN(c3nccc(C)n3)CC2)s1	10	1	0	-4
CCC(=O)NC(C)C(c1cccs1)N1CCOCC1 (configuration not stated)	6	1.1	-4	-4
COC(=O)c1[nH]c2ccc(F)cc2c1NS(=O)(=O)c1ccc(OC)cc1OC	6	1.6	?	?
CCOc1ccc(NS(=O)(=O)c2ccc3c(c2)CCN3C(=O)CCC(=O)O)cc1	4	1	-4	12
COc1ccc(NC(=O)CCc2nc(-c3ccc(C)cc3)no2)cc1Cl	11	1.1	?	?
CCc1nnc(NC(=O)CSc2nnc(-c3cc4ccccc4cc3O)n2CC)s1	4	0.99	6	-19
COc1ccc(-c2nnc(SCC#N)o2)cc1	5	1.1	4	-20
Cc1ccc(N2C(N)=NC(N)=NC23CCCC3)c(C)c1	6	0.98	-2	15
COc1ccc(NC(=O)CSc2nc3ccccc3c(=O)n2CCC(=O)N2CCCCC2)cc1	4	1.2	?	?
O=C(CN1CCN(c2ccccn2)CC1)Nc1cc(C(F)(F)F)ccc1Cl	12	1.2	-7	6
CC(=O)c1ccc(N2CCN(C(=O)CCCn3c(=S)[nH]c4cc5c(cc4c3=O)OCO5)CC2)cc1	8	1.1	-1	-4
O=S(=O)(c1ccccc1)N1CCN(C2CCCCCCC2)CC1	20	0.97	10	-24
CCOC(=O)N1CCN(C(=O)COc2cc(=O)n(CC)c3ccccc23)CC1	9	1.1	-4	30
O=C1c2ccccc2C(=O)N1CCN1CCOCC1	17	1	-1	4
CCC(SC1=Nc2ccccc2C2=NC(CC(C)C)C(=O)N12)C(=O)Nc1ccc2c(c1)OCO2 (configuration not stated)	6	1.1	?	?
Cc1cccc(Cn2cnc3c(nnn3Cc3ccccc3F)c2=O)c1	12	1.2	-6	10
O=C(CN1CCN(S(=O)(=O)c2ccc(Br)cc2)CC1)Nc1ccc(F)cc1	6	1.2	0	0
COc1ccccc1CNC(=O)CSc1nc2nc(C)cc(C)n2n1	3	0.99	-4	-11
Cc1cc(Nc2ccccc2N2CCOCC2)n2ncnc2n1	2	1.1	0	5

Quoted at random: 3 compounds from above
SMILES	LNCaP diff act	Jurkat autofluor	VLA-4 agonist	VLA-4 antagonist
Cc1cc(Nc2cc(F)ccc2C)n2ncnc2n1	0	1	-2	4
O=C(O)c1cc(-c2ccco2)nc2ccc(Br)cc12	2	0.98	-2	-11
Cc1cc(N2C(=O)CC(N3CCN(c4ccc(C(=O)c5cccs5)cc4)CC3)C2=O)no1 (configuration not stated)	8	1	0	-7

Next results follow:
SMILES	LNCaP diff act	Jurkat autofluor	VLA-4 agonist	VLA-4 antagonist
Cc1oc(-c2cccs2)nc1CS(=O)CC(=O)NCCCN1CC(C)CC(C)C1 (configuration not stated)	9	1.2	?	?
CCOC(=O)c1[nH]nc2c1C(=O)N(Cc1ccccc1)C2=O	5	1.2	-7	6
CCCC(C(=O)NCc1ccco1)N(C(=O)CNS(=O)(=O)c1ccc(Cl)cc1)C1CCCC1 (configuration not stated)	4	1	7	-20
O=C(CCSc1nnc2scc(-c3ccccc3)n12)Nc1nc(-c2ccccc2)ns1	7	1	1	-29
COc1ccc(OC)c(C2CC(=O)c3c([nH]c(C(=O)OCC4CCCO4)c3C)C2)c1 (configuration not stated)	4	0.9	?	?
CC(C)C(=O)NC(C)C(c1cccs1)N1CCN(C)CC1 (configuration not stated)	8	1.1	-1	0
N#CC(C(=O)C1CCCCC1)c1nc2ccccc2[nH]1 (configuration not stated)	15	1.1	-5	0
COC1(OC)N=C(N)C2(C#N)C(c3ccc(F)cc3)C12C#N (configuration not stated)	12	1.1	-4	3
COc1ccc(Cc2noc(-c3ccc(C)cc3)n2)cc1	28	1.1	6	-10
CC(=O)c1cc2c(cc1NC(=O)c1cc(C)nn1-c1ccccc1)OCO2	7	0.96	1	10
Cn1c(=O)oc2cc(S(=O)(=O)N3CCN(c4ccccn4)CC3)ccc21	8	1.1	2	-2
Cc1c(NC(=O)C(C)OC(=O)c2cc3c4ccccc4n(C)c3s2)c(=O)n(-c2ccccc2)n1C (configuration not stated)	7	1.3	-10	24

Reformatted: entries from further up
Molecule,LNCaP diff act,Jurkat autofluor,VLA-4 agonist,VLA-4 antagonist
Cc1cc(Nc2cc(F)ccc2C)n2ncnc2n1,0,1,-2,4
CC(=O)c1cc(-c2ccc(F)cc2)n(CCC(=O)Nc2cc(C)[nH]n2)c1C,7,0.94,0,-11
CCc1ccc(C2CC(c3ccccc3)n3ncnc3N2)cc1 (configuration not stated),15,0.97,1,-1
CC1(C)OC(=O)C(=CNc2cccc(O)c2)C(=O)O1,1,1.1,1,-10

Following part:
SMILES	LNCaP diff act	Jurkat autofluor	VLA-4 agonist	VLA-4 antagonist
COc1cc(Cn2c(C(=O)O)cc3sccc32)cc(OC)c1OC	26	1	8	-36
COc1ccc(N(CC(=O)N2CCCCC2)S(=O)(=O)c2c(C)nn(C)c2C)cc1	9	1	5	-4
C#CCSc1nsc(SCC#C)c1C#N	17	1	11	-30
COc1ccccc1Cn1c(=S)[nH]c2cc(C(=O)NCCN3CCOCC3)ccc2c1=O	3	1.1	-5	1
CC(NS(=O)(=O)c1ccc(F)cc1)C(c1cccs1)N1CCN(C)CC1 (configuration not stated)	15	1	3	-5
O=C(Cn1ccc2ccccc2c1=O)NCCC(=O)Nc1cccnc1	11	1	-11	0
O=C(CSc1ccc2nnc(-c3ccc(F)cc3)n2n1)NCc1ccco1	6	1	0	-28
COc1ccc(C2OC(=O)CC2C(=O)N2CCN(c3cc(Cl)ccc3C)CC2)cc1OC (configuration not stated)	12	1.1	1	-6
CCOC(=O)C1CCN(c2nnc(N3CCCC3=O)s2)CC1	11	1.1	-7	-28
COc1ccccc1NC(=O)NC(N)=O	7	1.1	2	-13
C[N+](C)(C)C/C=C1/COCO1	11	1	2	-16
O=C(c1ccc(Cn2c(=O)[nH]c3ccccc3c2=O)cc1)N1CCN(c2ccccc2)CC1	8	1.1	-1	-1
O=C(Nc1ccc2c(c1)OCO2)C1(S(=O)(=O)c2ccc(Cl)cc2)CC1	3	0.98	-9	4
CCc1c(C)sc(NC(=O)c2cc(C)no2)c1C#N	7	1.3	0	-3
O=C(O)c1cccc(S(=O)(=O)Nc2ccc3oc(=O)sc3c2)c1	12	0.96	9	-27
COc1ccc2c(=O)c3c(=O)n(Cc4ccco4)c(-c4cc(OC)c(OC)c(OC)c4)nc3oc2c1	9	1.1	0	4
COCCNC(=O)CN1CCN(Cc2cccc(Cl)c2)C1=O	1	1	0	-9
COC(=O)Cc1cc(=O)[nH]c(Nc2nc3ccccc3o2)n1	4	0.95	2	-8
CC1(C)CC(=O)N(CC(=O)NCc2ccc(F)cc2)c2ccccc2S1(=O)=O	6	1.1	?	?
C=CCn1c(SC(C)C(=O)NC2(C#N)CCCCC2)nnc1-c1ccc(OC)cc1 (configuration not stated)	11	0.94	2	-18
Cc1cc(NC(=O)Cn2cnc3c(cnn3C(C)(C)C)c2=O)no1	14	1.1	3	1
C=CCn1c(SCC(=O)O)nnc1-c1cccc(Cl)c1	2	1.1	-4	-6
COC(=O)c1cc(NC2c3ccccc3C(=O)N2c2cccnc2)cc(C(=O)OC)c1 (configuration not stated)	8	1	3	-6
O=C(O)c1ccc2c3c(ncnc13)-c1ccccc1C2=O	3	1.3	4	1
Cc1cccc(NC(=O)c2ccccc2Br)n1	8	1	-13	13
COc1ccc(NC(=O)C2CCCN(S(=O)(=O)c3c(C)n[nH]c3C)C2)cc1 (configuration not stated)	2	1	0	-18
Cc1cc(Br)ccc1NC(=O)CCN1C(=O)c2ccncc2C1=O	8	1.1	?	?
Cc1ccc2nc3c(cc2c1)CN(Cc1ccco1)C(=NCC1CCCO1)S3 (configuration not stated)	5	1.1	-20	34
Cc1ccc(-c2nnc3ccc(SCC(=O)N4CCCCC4)nn23)cc1	12	1.1	2	-9
CC1CCCCC1NC(=O)Cn1nnc(-c2ccc(Cl)cc2)n1 (configuration not stated)	14	1.1	-2	16
COCCN1Cc2cccc(C(=O)Nc3cccnc3)c2C1=O	14	1.1	-5	0
Cc1nn(-c2ccccc2)c2c1C(c1c(C)[nH]c(C#N)c1C)C(C#N)=C(N)O2 (configuration not stated)	10	1.1	-3	-6
CCC1Oc2ccc(C)cc2N(Cc2cccc(C)c2)C1=O (configuration not stated)	8	1	2	-5
